OXTR potentiator – potentiates the human oxytocin receptor response. P30559. CHO-OTR cells, Fluo-8 calcium fluorescence, potentiator mode; 0% = oxytocin EC15, 100% = EC100. activation, % at 3 µM. 320,000 compounds, 0.061% hits;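 active means activation above that plate's cutoff, the mean activation of tested compounds plus 3 SD, cut at about 6.6% in these data, passing the limit was not always enough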;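 further: 100% uses oxytocin at 75 nM as the full agonist control; some results filed as inactive read as strong as hits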
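Assay system: CHO cell line stably expressing human OTR. Reagent: EC15 oxytocin agonist. Dosing: single dose, 3.0 µM nominal final compound concentration. Timing: compound 6 min at room temperature before oxytocin, 100 s read. Signal: kinetic Fluo-8 calcium fluorescence. Controls: oxytocin EC15 low and EC100 high.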
GPR7 antag – blocks human GPR7 receptor signaling. P48145. 290,000 compounds, 1.1% hits. inhibition, % at 4.4 µM. GPR7-expressing cells, fluorescence antagonist assay; in the data active means inhibition above about 16%, passing the limit was not always enough;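 further: cells stimulated with the agonist NPW; 0% = agonist with vehicle and 100% = vehicle without agonist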
Target sequence (P48145 whole entry, looked up): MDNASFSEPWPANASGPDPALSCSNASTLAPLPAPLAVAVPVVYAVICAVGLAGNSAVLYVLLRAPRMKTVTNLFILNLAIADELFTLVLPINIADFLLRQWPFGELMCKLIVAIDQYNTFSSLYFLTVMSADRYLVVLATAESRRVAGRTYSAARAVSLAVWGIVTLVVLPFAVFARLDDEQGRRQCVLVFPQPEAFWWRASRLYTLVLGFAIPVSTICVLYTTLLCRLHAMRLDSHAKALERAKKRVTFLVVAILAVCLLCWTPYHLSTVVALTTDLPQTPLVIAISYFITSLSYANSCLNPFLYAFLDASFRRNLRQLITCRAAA
OXTR agonist – human OXTR agonism | activation, % at 3 µM | 320,000 compounds, 0.32% hits | CHO-OTR cells, Fluo-8 calcium fluorescence; normalized: DMSO 0%, oxytocin 100%;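 active means activation above the mean of all tested compounds plus 3 SD, cutoff set per screening run, cut at about 20% in these data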;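 further: peak over basal fluorescence ratio from a 100 s FLIPR kinetic read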
TAAR1 antagonist – human TAAR1 antagonism; Q96RJ0; CHO RD-HGA16 TAAR1, Fluo-8 calcium fluorescence, antagonist; inhibition, % at 3 µM; 360,000 compounds, 1.5% hits; AID 624466;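 active means inhibition above a per-plate cutoff, the mean inhibition of test compounds on that plate plus 3 SD, cut at about 49% in these data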;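 further: 0% = DMSO plus EC80 beta-PEA response and 100% = DMSO alone without agonist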
Target sequence (Q96RJ0 whole entry, looked up): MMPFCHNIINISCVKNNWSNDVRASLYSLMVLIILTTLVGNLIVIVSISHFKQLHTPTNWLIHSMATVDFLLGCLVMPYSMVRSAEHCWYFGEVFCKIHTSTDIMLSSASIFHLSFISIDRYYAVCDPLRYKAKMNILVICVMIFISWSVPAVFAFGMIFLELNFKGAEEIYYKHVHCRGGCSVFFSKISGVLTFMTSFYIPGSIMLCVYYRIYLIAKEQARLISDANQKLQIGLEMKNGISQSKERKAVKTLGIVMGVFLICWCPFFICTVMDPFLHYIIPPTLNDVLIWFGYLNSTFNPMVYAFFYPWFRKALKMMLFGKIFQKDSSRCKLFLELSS
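System: RD-HGA16 CHO cells with stable hTAAR1 and Gα16 | Probe or stimulus: EC80 β-phenethylamine stimulus | Dosing: 3 µM, single point | Times: Dye loading 75 min at 37 °C, then 30 min room temperature | Measured by: Fluo-8 calcium-sensitive fluorescence | Read-out basis: % inhibition of agonist calcium response | Replicates: n of 1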
CHO-K1 Ca ag – counter-screen for M1 agonists: effect in parental CHO-K1 cells; activation, % at 3 µM; Fluo-8 calcium fluorescence; scaled to maximal ATP response, vehicle zero; 360,000 compounds, 0.48% hits; AID 602248; in the data active means activation above about 15%;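 further: untransfected CHO-K1 host cells lacking M1 receptor as counterscreen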
CHO parental Ca – counter-screen for OX1R antagonists: effect in parental CHO cells. parental CHO-K1, ATP-induced calcium, Fluo-8 fluorescence. inhibition, % at 5.6 µM. 330,000 compounds, 0.63% hits;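 active means inhibition above that plate's mean sample inhibition plus 3 SD, cut at about 26% in these data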;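 further: 0% = ATP-challenged DMSO wells and 100% = DMSO wells without ATP; some compounds past the cut are filed as inactive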
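Measured by: calcium-sensitive Fluo-8 fluorescence / Test system: CHO parental line / Controls: ATP-challenged DMSO wells low, unchallenged DMSO wells high / Measure: % inhibition / Compound: single nominal dose of 5.6 µM per compound / Replicates: single well per compound, no replicates / Reagent: ATP as calcium-mobilizing challenge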
V1R ag counter – activates human V1a receptor in oxytocin agonist counter-screen | CHO-V1R cells, Fluo-8 calcium fluorescence, agonist mode; 0% DMSO, 100% 3 nM vasopressin | activation, % at 3 µM | 320,000 compounds, 0.25% hits;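 active means activation above the mean activation of all tested compounds plus 3 SD, per screening run, cut at about 20% in these data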;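 further: signal is peak over basal fluorescence ratio across a 100 second FLIPR read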
Target sequence (P37288 whole entry, looked up): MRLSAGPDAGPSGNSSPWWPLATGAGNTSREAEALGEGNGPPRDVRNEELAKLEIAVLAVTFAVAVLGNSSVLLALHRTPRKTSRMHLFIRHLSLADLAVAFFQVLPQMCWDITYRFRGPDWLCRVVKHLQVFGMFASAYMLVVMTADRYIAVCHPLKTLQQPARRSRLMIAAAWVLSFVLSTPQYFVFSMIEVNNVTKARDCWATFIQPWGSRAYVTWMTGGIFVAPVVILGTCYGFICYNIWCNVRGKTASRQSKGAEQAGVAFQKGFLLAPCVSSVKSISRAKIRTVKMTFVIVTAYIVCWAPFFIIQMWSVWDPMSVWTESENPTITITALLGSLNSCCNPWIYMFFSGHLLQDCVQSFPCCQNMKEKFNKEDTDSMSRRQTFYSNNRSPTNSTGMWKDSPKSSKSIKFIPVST
CHO-K1 Ca PAM – counter-screen for M1 PAMs: effect in parental CHO-K1 cells. AID 602247. 360,000 compounds, 0.02% hits. ATP EC20, Fluo-8 calcium fluorescence; 0% at ATP EC20, 100% at ATP max. activation, % at 3 µM;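 active means activation above the run cutoff, the mean activation of all test compounds plus 3 SD, cut at about 40% in these data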;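 further: peak over basal fluorescence ratio in a 140 s read after ATP addition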
CHO-K1 Ca antag – counter-screen for M1 antagonists: effect in parental CHO-K1 cells; 360,000 compounds, 0.6% hits; ATP-induced calcium, Fluo-8 fluorescence; inhibition, % at 3 µM;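 active means inhibition above a per-plate cutoff, the plate's mean sample inhibition plus 3 SD, cut at about 24% in these data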;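 further: 0% = DMSO plus EC80 ATP and 100% = DMSO alone without ATP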
* marks the source's active call; other numbers are inactive results.

What do the screens show for `Cn1c(=O)[nH]c(=O)c2c1[nH]c(=S)n2Cc1ccccc1`?
OXTR potentiator: 0; GPR7 antag: -9; OXTR agonist: 0.2; TAAR1 antagonist: -12; CHO-K1 Ca ag: 1.6; CHO parental Ca: -9; V1R ag counter: -0.1; CHO-K1 Ca PAM: 8; CHO-K1 Ca antag: -14

What do the screens show for `CN(Cc1ccccc1)C(=O)c1ccc(NC(=O)C2CCCN(C(=O)OC(C)(C)C)C2)cc1` (stereo unspecified)?
OXTR potentiator: -9; OXTR agonist: 8.4; TAAR1 antagonist: 36; CHO-K1 Ca ag: 9.0; CHO parental Ca: -9; V1R ag counter: 10; CHO-K1 Ca PAM: 18; CHO-K1 Ca antag: -14

How did O=C(C[C@@H]1C/C=C\C[C@H](Cc2ccc(F)cc2)C(=O)OCCNC1=O)NCCO do in these assays?
OXTR potentiator: 0; OXTR agonist: 0.3; TAAR1 antagonist: -7; CHO-K1 Ca ag: -0.4; CHO parental Ca: 6; V1R ag counter: 1.2; CHO-K1 Ca PAM: -6; CHO-K1 Ca antag: 7

What do the screens show for `Cc1cc2ncn(/N=C/c3ccc4c(c3)OCO4)c2cc1C`?
OXTR potentiator: -23; GPR7 antag: -8; OXTR agonist: 0.3; TAAR1 antagonist: 28; CHO-K1 Ca ag: 1.3; CHO parental Ca: -35; V1R ag counter: 0.1; CHO-K1 Ca PAM: 11; CHO-K1 Ca antag: -11

What do the screens show for `CCC(CC)C(=O)N1N=C(c2ccc(NS(C)(=O)=O)cc2)CC1c1ccccc1` (stereo unspecified)?
OXTR potentiator: -10; GPR7 antag: 2; OXTR agonist: -2.5; TAAR1 antagonist: -27; CHO-K1 Ca ag: 1.1; CHO parental Ca: -18; V1R ag counter: -0.1; CHO-K1 Ca PAM: 17; CHO-K1 Ca antag: -11

Results for COc1cc(NC(=O)CCC(=O)Nc2ccc3nc(N4CCOCC4)cc(C)c3c2)cc(OC)c1OC ?
OXTR potentiator: -2; GPR7 antag: 0; OXTR agonist: -0.3; TAAR1 antagonist: 0; CHO-K1 Ca ag: 1.3; CHO parental Ca: -11; V1R ag counter: -0.1; CHO-K1 Ca PAM: 11; CHO-K1 Ca antag: -11

What do the screens show for `COC(=O)c1ccc(N=Nc2ccccc2)cc1`?
OXTR potentiator: -2; GPR7 antag: -14; OXTR agonist: 0.0; TAAR1 antagonist: 6; CHO-K1 Ca ag: 0.5; CHO parental Ca: 4; V1R ag counter: -0.2; CHO-K1 Ca PAM: 7; CHO-K1 Ca antag: -7

Results for CNC(=O)c1[nH]cnc1C(=O)N[C@@H](Cc1ccccc1)C(=O)OC(C)(C)C ?
OXTR potentiator: 1; GPR7 antag: -21; OXTR agonist: 0.0; TAAR1 antagonist: 15; CHO-K1 Ca ag: 0.0; CHO parental Ca: -16; V1R ag counter: -0.1; CHO-K1 Ca PAM: -14; CHO-K1 Ca antag: -4

What do the screens show for `COc1ccc(N2CCN(C(=O)COc3ccc4ccccc4c3)CC2)cc1`?
OXTR potentiator: -7; GPR7 antag: -4; OXTR agonist: 0.1; TAAR1 antagonist: 9; CHO-K1 Ca ag: -0.2; CHO parental Ca: -12; V1R ag counter: -0.8; CHO-K1 Ca PAM: 19; CHO-K1 Ca antag: -7

Results for COc1ccc(C(=O)Oc2cccc3cccnc23)cc1[N+](=O)[O-] ?
OXTR potentiator: -8; GPR7 antag: 2; OXTR agonist: -0.5; TAAR1 antagonist: -6; CHO-K1 Ca ag: -0.4; CHO parental Ca: 2; V1R ag counter: 0.7; CHO-K1 Ca PAM: 16; CHO-K1 Ca antag: 10

Results for CC1Cc2cc(/C(O)=C3/C(=O)C(=O)N(CCCn4ccnc4)C3c3cccc([N+](=O)[O-])c3)ccc2O1 (stereo unspecified) ?
OXTR potentiator: -4; GPR7 antag: -6; OXTR agonist: -0.5; TAAR1 antagonist: -9; CHO-K1 Ca ag: 0.6; CHO parental Ca: -7; V1R ag counter: 0.3; CHO-K1 Ca PAM: 5; CHO-K1 Ca antag: -4

Results for C/C(CC(=O)Nc1ccc([N+](=O)[O-])cc1)=N\NC(=O)c1ccccc1O ?
OXTR potentiator: 0; GPR7 antag: 12; OXTR agonist: 0.3; TAAR1 antagonist: 10; CHO-K1 Ca ag: 7.3; CHO parental Ca: 4; V1R ag counter: 1.1; CHO-K1 Ca PAM: 19; CHO-K1 Ca antag: 7

Results for CCCCNc1c(-c2ccc(SC(C)CC)c(OC)c2)nc2ccc(Cl)cn12 (stereo unspecified) ?
OXTR potentiator: -7; OXTR agonist: -2.1; TAAR1 antagonist: 62*; CHO-K1 Ca ag: -0.3; CHO parental Ca: -10; V1R ag counter: -1.5; CHO-K1 Ca PAM: 9; CHO-K1 Ca antag: -10

How did COc1cccc(CN2CC(C(=O)NCCCn3cccn3)CCC2=O)c1 (stereo unspecified) do in these assays?
OXTR potentiator: -7; GPR7 antag: 10; OXTR agonist: 0.9; TAAR1 antagonist: -9; CHO-K1 Ca ag: -0.1; CHO parental Ca: -1; V1R ag counter: -0.3; CHO-K1 Ca PAM: 12; CHO-K1 Ca antag: 10

How did O=S(=O)(NC1CCCCC1)c1ccc(S(=O)(=O)N2CCN3CCCC3C2)cc1 (stereo unspecified) do in these assays?
OXTR potentiator: -10; GPR7 antag: 10; OXTR agonist: 5.2; TAAR1 antagonist: -2; CHO-K1 Ca ag: 3.9; CHO parental Ca: -14; V1R ag counter: 3.6; CHO-K1 Ca PAM: 15; CHO-K1 Ca antag: -10

What do the screens show for `Cc1ccc(NC2=NCC(=O)N2C2CCCC2)cc1`?
OXTR potentiator: -12; GPR7 antag: -8; OXTR agonist: -1.3; TAAR1 antagonist: 3; CHO-K1 Ca ag: -0.1; CHO parental Ca: -11; V1R ag counter: -1.1; CHO-K1 Ca PAM: 4; CHO-K1 Ca antag: 9

What do the screens show for `Cc1onc(-c2ccccc2)c1C(=O)N(Cc1ccccc1)C(C)C`?
OXTR potentiator: -2; GPR7 antag: -5; OXTR agonist: -1.6; TAAR1 antagonist: -20; CHO-K1 Ca ag: -0.6; CHO parental Ca: -22; V1R ag counter: -1.0; CHO-K1 Ca PAM: 10; CHO-K1 Ca antag: -6

What do the screens show for `COc1ccc(OCC(O)CNc2ccc(Br)cc2)cc1` (stereo unspecified)?
OXTR potentiator: -4; GPR7 antag: -6; OXTR agonist: 1.6; TAAR1 antagonist: -12; CHO-K1 Ca ag: 2.8; CHO parental Ca: -12; V1R ag counter: 2.0; CHO-K1 Ca PAM: 22; CHO-K1 Ca antag: -24

Results for CC(C)n1c(CSCc2ccc(Cl)cc2Cl)n[nH]c1=S ?
OXTR potentiator: -11; GPR7 antag: -7; OXTR agonist: -0.8; TAAR1 antagonist: 14; CHO-K1 Ca ag: 7.1; CHO parental Ca: -17; V1R ag counter: 8.1; CHO-K1 Ca PAM: 9; CHO-K1 Ca antag: 5

Results for COCCn1c(SCC(=O)NC2CCCC(C)C2C)nc2ccccc2c1=O (stereo unspecified) ?
TAAR1 antagonist: -5; CHO-K1 Ca ag: 3.1; CHO-K1 Ca PAM: 13; CHO-K1 Ca antag: -3

How did Cc1ccc(-n2ncc(C#N)c2N)cc1 do in these assays?
OXTR potentiator: -6; GPR7 antag: -12; OXTR agonist: 0.2; TAAR1 antagonist: -25; CHO-K1 Ca ag: -0.2; CHO parental Ca: -6; V1R ag counter: 0.1; CHO-K1 Ca PAM: 1; CHO-K1 Ca antag: 6

Results for COc1cc(/C=C/c2nc(N)nc(-c3ccccc3O)n2)cc(OC)c1OC ?
OXTR potentiator: -11; GPR7 antag: -4; OXTR agonist: 0.4; TAAR1 antagonist: 47; CHO-K1 Ca ag: 4.4; CHO parental Ca: -16; V1R ag counter: -0.7; CHO-K1 Ca PAM: 22; CHO-K1 Ca antag: -5

Results for COc1cccc(CCc2nnc(N)s2)c1 ?
OXTR potentiator: -11; GPR7 antag: -12; OXTR agonist: -0.7; TAAR1 antagonist: -25; CHO-K1 Ca ag: -0.8; CHO parental Ca: -4; V1R ag counter: 0.4; CHO-K1 Ca PAM: 3; CHO-K1 Ca antag: -1

How did CCCNC(=O)C1(C)CCCN(C(=O)c2ccc(OC(F)F)cc2)C1 (stereo unspecified) do in these assays?
TAAR1 antagonist: -19; CHO-K1 Ca ag: -0.1; CHO-K1 Ca PAM: -4; CHO-K1 Ca antag: 3

What do the screens show for `OC[C@@H]1CN(Cc2ccc3c(c2)OCO3)C[C@H](n2cnc3c(NC4CCCC4)ncnc32)O1`?
TAAR1 antagonist: -26; CHO-K1 Ca ag: 1.4; CHO-K1 Ca PAM: 21; CHO-K1 Ca antag: 1

Results for O=C(Nc1ccccc1Cl)C1CC(=O)n2c(nc3ccccc32)N1 (stereo unspecified) ?
OXTR potentiator: -8; GPR7 antag: -4; OXTR agonist: 0.1; TAAR1 antagonist: 0; CHO parental Ca: 16; V1R ag counter: -0.2

What do the screens show for `CCO[C@@H]1OC(C(=O)N2CCN(Cc3ccc4c(c3)OCO4)CC2)=C[C@H](C2CC2)[C@H]1CCCO`?
OXTR potentiator: -7; GPR7 antag: -7; OXTR agonist: -0.8; TAAR1 antagonist: 7; CHO-K1 Ca ag: 1.2; CHO parental Ca: -7; V1R ag counter: -0.3; CHO-K1 Ca PAM: 23; CHO-K1 Ca antag: 14

What do the screens show for `Cc1ccc(S(=O)(=O)NCCC(C)C)cc1[N+](=O)[O-]`?
OXTR potentiator: -2; GPR7 antag: -12; OXTR agonist: -2.1; TAAR1 antagonist: 19; CHO-K1 Ca ag: 0.1; CHO parental Ca: -13; V1R ag counter: 2.6; CHO-K1 Ca PAM: -11; CHO-K1 Ca antag: 4

How did COc1ccc(NC(=O)CN(C)C(=O)c2ccc(N3CCCC3)c([N+](=O)[O-])c2)cc1 do in these assays?
OXTR potentiator: -1; OXTR agonist: -1.6; TAAR1 antagonist: -12; CHO-K1 Ca ag: 0.3; CHO parental Ca: -11; V1R ag counter: -0.9; CHO-K1 Ca PAM: 7; CHO-K1 Ca antag: 4

What do the screens show for `O=C(CN1CCCC1c1cccs1)Nc1cc(S(=O)(=O)N2CCCCC2)ccc1Cl` (stereo unspecified)?
TAAR1 antagonist: 2; CHO-K1 Ca ag: 0.6; CHO-K1 Ca PAM: 8; CHO-K1 Ca antag: -13

How did NC(c1ccccc1)c1cccnc1 (stereo unspecified) do in these assays?
OXTR potentiator: -1; GPR7 antag: -12; OXTR agonist: 0.9; TAAR1 antagonist: -14; CHO-K1 Ca ag: 0.4; CHO parental Ca: -9; V1R ag counter: 0.9; CHO-K1 Ca PAM: 4; CHO-K1 Ca antag: -7
